# Screening results as filed in PubChem BioAssay.
# Pf growth 48h: Primary qHTS for delayed death inhibitors of the malarial parasite plastid, 48 hour incubation | 310,000 compounds, 5.9% hits | Potency, µM (top dose mostly 28.7 µM), inactives show at the highest dose activity change, negative = inhibition, actives largely listed as inhibitors | P. falciparum luciferase growth in erythrocytes, 48 h; note: potency is the fitted concentration of half-maximal effect; % is set by controls: 0 for no effect and ±100 for the full control effect
#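 Luminescence readout; reporter = integrated firefly luciferase in P. falciparum. RBC culture at 2% hematocrit, 0.1% parasitemia final, 37 C/5% CO2; decreased signal taken as growth inhibition.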
# AmpC no deterg: qHTS Inhibitors of AmpC Beta-Lactamase (assay without detergent). AmpC nitrocefin hydrolysis, absorbance 480 nm, 0.0001% Triton. 330,000 compounds, 0.52% hits. Potency, µM (top dose mostly 57.1 µM), inactives show top-dose activity change, negative = inhibition, most hits filed as inhibitors;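 note: potency is the fitted concentration of half-maximal effect; plate controls were no compound for no effect and no enzyme for full effect; nearly all actives have a fitted effect of over 20% in size; some results filed as inactive show a strong effect at the top dose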
# Target sequence (P00811 whole entry, looked up): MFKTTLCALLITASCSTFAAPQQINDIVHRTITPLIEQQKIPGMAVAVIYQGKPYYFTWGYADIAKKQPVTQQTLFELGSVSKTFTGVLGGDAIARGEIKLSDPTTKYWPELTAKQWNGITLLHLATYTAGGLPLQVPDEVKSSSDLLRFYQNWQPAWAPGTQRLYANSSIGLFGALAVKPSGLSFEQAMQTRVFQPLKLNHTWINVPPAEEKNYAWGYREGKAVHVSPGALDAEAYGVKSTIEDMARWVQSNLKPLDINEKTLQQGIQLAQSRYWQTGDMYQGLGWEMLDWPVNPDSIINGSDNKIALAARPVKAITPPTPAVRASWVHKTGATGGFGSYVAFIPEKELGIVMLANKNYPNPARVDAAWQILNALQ
#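 20 mM phosphate pH 7.0 + 0.01% (detergent screen) or 0.0001% Triton X-100; 5.3 nM AmpC reagent; cpd preinc 15 min RT; nitrocefin (800 uM stock) to start; A480 q20 s × 4 min; Activity was normalised to no-enzyme and no-compound control wells.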
# LmPK inhibitor: qHTS Assay for Inhibitors of Leishmania Mexicana Pyruvate Kinase (LmPK); purified LmPK, Kinase-Glo ATP luminescence, 1 h; Potency, µM (titrated, usually from 57.5 µM), without a hit: top-dose activity change, negative = inhibition, usual class: inhibitors; Q27686; AID 1721, 2009; 290,000 compounds, 0.37% hits; note: potency is the fitted concentration of half-maximal effect; % is set by controls: 0 for no effect and ±100 for the full control effect
# Target sequence (Q27686 whole entry, looked up): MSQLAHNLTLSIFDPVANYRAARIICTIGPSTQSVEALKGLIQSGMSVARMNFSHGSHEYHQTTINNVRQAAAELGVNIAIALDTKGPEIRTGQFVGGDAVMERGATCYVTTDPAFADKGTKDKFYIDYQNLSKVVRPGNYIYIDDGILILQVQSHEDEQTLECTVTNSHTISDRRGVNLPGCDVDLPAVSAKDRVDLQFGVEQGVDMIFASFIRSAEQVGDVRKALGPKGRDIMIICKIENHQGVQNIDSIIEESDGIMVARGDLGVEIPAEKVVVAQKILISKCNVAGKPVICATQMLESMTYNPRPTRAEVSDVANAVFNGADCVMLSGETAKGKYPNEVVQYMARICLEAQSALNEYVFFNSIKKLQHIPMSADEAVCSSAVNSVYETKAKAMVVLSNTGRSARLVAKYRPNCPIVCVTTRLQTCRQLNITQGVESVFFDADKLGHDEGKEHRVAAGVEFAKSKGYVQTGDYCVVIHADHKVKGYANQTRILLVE
#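 Kinase-Glo luminescence read after 1 h RT reaction of 0.1 nM LmPK with 0.5 mM PEP and 0.1 mM ADP. Activity scaled between uninhibited and enzyme-free controls.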
# Cycloheximide cs: Cycloheximide Counterscreen for Small Molecule Inhibitors of Shiga Toxin; cell reporter, cycloheximide protein synthesis inhibition counterscreen; max response, %; 300,000 compounds, 12% hits; AID 2314, 2010; in the data active = max response mostly above about 13%, no sharp cut-off; inactive = mostly below about 14%; note: read at 38.3 µM for the half of the compounds with a filed dose; 0% is about no effect
# Pf growth 96h: Primary qHTS for delayed death inhibitors of the malarial parasite plastid, 96 hour incubation. P. falciparum luciferase reporter growth, 96 h. Potency, µM (top dose mostly 28.7 µM), inactives show at the top dose activity change, negative = inhibition, usual class: inhibitors. 320,000 compounds, 6.9% hits; note: potency is the fitted concentration of half-maximal effect; % is set by controls: 0 for no effect and ±100 for the full control effect
#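 96 h incubation, 37 C, 5% CO2, of luciferase-reporter P. falciparum-infected RBCs (2% hematocrit, 0.05% parasitemia final) with test compounds; endpoint luminescence.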
# Tb PYK inh: qHTS of Trypanosoma Brucei Inhibitors; Potency, µM (top dose mostly 76.8 µM), without a hit: at the highest dose activity, negative = inhibition, hits mostly inhibitors; TbPYK enzyme, Kinase-Glo Plus ATP luminescence, 45 min; pyruvate kinase (Trypanosoma brucei), Q57TT1; 410,000 compounds, 0.12% hits; AID 624173, 2012; note: potency is the fitted concentration of half-maximal effect; % is set by controls: 0 for no effect and ±100 for the full control effect; nearly all actives have a fitted effect of over 50% in size
#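 Quantitative HTS: titrated library compounds versus trypanosomal pyruvate kinase in TEA buffer (pH 7.2) containing KCl, MgCl2, BSA and Tween-20. Reactions were initiated with ADP, 130 uM final. Kinase-Glo Plus luminescence was read after 45 min at RT.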
# Shiga toxin inh: A qHTS for Small Molecule Inhibitors of Shiga Toxin | 290,000 compounds, 9.2% hits | inhibition, % at 38.7 µM | Vero cells, Shiga toxin protein synthesis inhibition reporter | AID 2315, 2010; in the data active = inhibition mostly above about 28%, no sharp cut-off; inactive = mostly below about 43%; note: 0% is about no effect
# The depositor's hits bear a star; u = inconclusive; x = not tested or not shown; & = joins results of further samples; [ ] = dose if it differs, or a comment. Unless noted, calls come from the whole dose curve; as a rule, active = well fitted curve in the direction sought with a large enough effect; inconclusive = small, poorly fitted or top-dose-only effect, or another doubt; inactive = no such curve, though single readings can be large; an effect the other way counts as inactive or inconclusive.
# Second line of a record – AmpC no deterg	Pf growth 96h	LmPK inhibitor	Tb PYK inh	Cycloheximide cs	Pf growth 48h	Shiga toxin inh
Cc1cc(C)nc(SCC(=O)N/N=C/c2cccnc2)n1
 : -4%	u	-1%	-10%	10	6%	-6
Oc1ccc2c3c1O[C@H]1c4[nH]c5ccccc5c4C[C@@]4(O)[C@@H](C2)N(CC2CC2)CC[C@]314
 : -16%	u	x	-1%	x	u	x
C/C(=N/Nc1nc(-c2ccccc2)cc(-c2ccccc2)n1)c1ccc(N)cc1
 : -22%	u	-7%	x	12	u	11
Cc1c(N=C2SCC(=O)N2/N=C\c2ccc(Br)cc2)c(=O)n(-c2ccccc2)n1C
 : 78%[activator]	u	0%	-5%	1	9%	5
O=C(O)CCCn1cc(NC(=O)c2c(F)cccc2F)cn1
 : -24%	-17%	-5%	-7%	0	-3%	-23
CCC(C)n1c(O)c(C(c2ccccn2)c2c(O)n(C(C)CC)c(=S)[nH]c2=O)c(=O)[nH]c1=S (stereo not given)
 : -30%	37%[activator]	-16%	-24%	-1	14%	-6
CCCCC(=O)Nc1cc(C)c2c(=O)oc3ccccc3c2n1
 : -32%	u	2%	2%	11	0%	11
CC(=O)Nc1ccc(C(=O)OCC(=O)Nc2ccccc2Sc2ccccc2)cc1
 : 0%	u	3%	2%	-5	u	8
CC1(C)CC(=O)C(C=NC(CCC(N)=O)C(=O)O)=C(O)C1 (stereo not given)
 : -4%	u	2%	-2%	-2	2%	1
CCN1CCN(CCC(=O)Nc2ccccc2OC)CC1
 : -12%	u	6%	2%	-4	3%	26
COc1ccc(C(=O)Sc2ccc(C)cc2)cc1OC
 : 6%	u	0%	4%	34*	-21%	77*
O=C(COS(=O)c1ccccc1)Nc1cc(Cl)ccc1N1CCOCC1 (stereo not given)
 : 27%	7%	-3%	0%	-6	u	-8
CCN(CC)c1ccc(CNc2ccc3c(c2)ncn3C(C)(C)C)cc1
 : 46%	1%	-1%	-6%	7	-27%	-3
Cc1nn(-c2ccccc2)c2[nH]c(=O)c(CNc3ccc(N4CCOCC4)cc3)cc12
 : 75%[activator]	2%	4%	-29%	-1	u	-2
Cc1ccc(NC(=O)c2cccs2)cc1S(=O)(=O)N(C)C
 : -24%	7%	-1%	-6%	18*	6%	30
C=CCN(CC=C)C(=S)NC(=O)/C=C/c1ccc(OC)cc1
 : -17%	-16%	-3%	-5%	19	11%	7
O=[N+]([O-])c1ccc(COc2ccc(-c3[nH]ncc3-c3ccccc3)c(O)c2)cc1
 : -19%	6.6µM*	-1%	-8%	-2	13µM*	-14
CN(Cc1c(C(=O)N/N=C/c2cccc(Cl)c2)nnn1-c1nonc1N)c1ccccc1
 : 14µM*	18%	-7%	1%	2	18%	3
COc1ccc(N2CCN(S(=O)(=O)c3c(C)nc4scc(C)n4c3=O)CC2)cc1
 : 59%	2%	1%	-4%&-2%	-4	u	-1
CC12CNCC(C)(CN(C(c3ccccc3)c3ccccc3)C1)C2
 : 17%	u	5%	4%	3	u	-5
CCOc1ccc(N2C(=O)CC(Sc3nccc(C)n3)C2=O)cc1 (stereo not given)
 : -6%	u	-6%	4%	1	-7%	-9
CN(C)S(=O)(=O)N1CCC(Oc2cccc(C(=O)NC3CCOC3)c2)CC1 (stereo not given)
 : 2%	15%	-1%	5%	15*	23%	23
CCOC(=O)C1CCN(C(=O)COC(=O)c2ccccc2C(=O)c2ccc(Cl)cc2)CC1
 : 116%[activator]	20%	x	1%	x	u	x
C=CCNc1nc(-c2sc(NC(C)=O)nc2C)cs1
 : -19%	-3%	2%	-6%	41*	u	132*
Cn1c(=O)c2c(nc(NCc3ccc4c(c3)OCO4)n2Cc2ccccc2Cl)n(C)c1=O
 : -11%	17%	0%	-5%	-2	2%	10
COc1ccc(C(=O)NC(=S)NCCc2ccccc2)cc1
 : -36%	22%	-3%	-12%	-1	12%	22
CCN(C(=O)CN1CCOCC1)c1c(N)n(Cc2ccccc2)c(=O)[nH]c1=O
 : -21%	3%	0%	3%	-1	39%[activator]	-5
Cc1ccc(CNC(=O)[C@H](C)N2C(=O)N3CCc4c([nH]c5ccccc45)[C@@]3(C)C2=O)cc1
 : 86%[activator]	-10%	-2%	6%	-2	u	18
CN(CC(=O)Nc1ccc(F)c(F)c1F)c1cnccn1
 : 78%[activator]	u	-1%	x	-4	13µM*	-10
COCCn1c(SCc2nc3ccccc3c(=O)[nH]2)nnc1-c1ccncc1
 : -15%	31%[activator]	5%	-8%	-3	11%	-7
O=C(N/N=C/c1c(O)n(Cc2ccccc2)c(=O)[nH]c1=O)c1ccncc1
 : -54%	11%	0%	-1%	-1	u	2
COc1ccc(CCNC(=O)CCn2c(=O)c3cccn3c3cccnc32)cc1OC
 : -5%	u	0%	-3%&2%	2	-18%	10
COc1ccc(C(=O)Nc2nnc(Cc3ccc(OC)c(OC)c3)s2)c(OC)c1
 : 89%[activator]	151%[activator]	7%	0%	13*	2.3µM*	57
C/C=C/C=C\C(=O)Nc1cccc(C2=NOC3(C2)C[C@@H](C(N)=O)N(C(=O)c2cc([N+](=O)[O-])cc([N+](=O)[O-])c2)C3)c1 (stereo not given in full)
 : 80%[activator]	-92%	5%	-3%	-4	u	-17
Cc1cccc(OCCn2c(NC(=O)c3ccco3)nc3ccccc32)c1
 : -9%	32%[activator]	7%	-19%	26*	u	89*
COCCNC(=O)COC(=O)c1cccnc1SC
 : -10%	46%[activator]	-3%	-1%	-4	1%	-7
O=C(C1CC1)N1CCc2cc(Br)cc(S(=O)(=O)NCCCN3CCCC3)c21
 : -12%	9.3µM*	-1%	-5%	-3	-1%	-17
CC(C1CC2CCC1C2)N1CC(O)=C(c2nc3ccccc3[nH]2)C1=N (stereo not given)
 : -31%	3.3µM*	1%	4%	17	u	12
CC1CC(Nc2ccccc2)c2ccccc2N1C(=O)c1ccncc1 (stereo not given)
 : 10%	37%[activator]	0%	-5%	-5	u	-10
CC(NC(=O)c1ccc(N(C)C)cc1)C1CC2CCC1C2 (stereo not given)
 : -11%	x	9%	2%	14*	3%	106
COc1cc(C2C(C(=O)c3cc4ccccc4o3)=C(O)C(=O)N2c2cc(C)on2)cc(OC)c1OC (stereo not given)
 : -28%	u	5%	-7%	-2	-7%	15
COCCN1Cc2c(sc(C)c2C)N(C(=O)c2ccccc2)C1
 : -30%	2%	0%	-5%	26*	u	72*
CCCn1c(C)cs/c1=N\C(=S)Nc1ccccc1
 : -8%	-8%	-3%	1%	-5	-17%	9
COc1ccc(Cl)cc1NC(=O)CC1CCCC1
 : -28%	-2%	2%	1%	1	16%	-9
Cc1cc(=O)[nH]c(=S)n1-c1ccccc1
 : -22%	3%	-1%	-13%	-1	-4%	8

# 3 compounds picked at random from those above, as already listed:
# Second line of a record – AmpC no deterg	Pf growth 96h	LmPK inhibitor	Tb PYK inh	Cycloheximide cs	Pf growth 48h	Shiga toxin inh
CCN1CCN(CCC(=O)Nc2ccccc2OC)CC1
 : -12%	u	6%	2%	-4	3%	26
Cc1ccc(CNC(=O)[C@H](C)N2C(=O)N3CCc4c([nH]c5ccccc45)[C@@]3(C)C2=O)cc1
 : 86%[activator]	-10%	-2%	6%	-2	u	18
O=C(C1CC1)N1CCc2cc(Br)cc(S(=O)(=O)NCCCN3CCCC3)c21
 : -12%	9.3µM*	-1%	-5%	-3	-1%	-17

# Next entries follow.
# Second line of a record – AmpC no deterg	Pf growth 96h	LmPK inhibitor	Tb PYK inh	Cycloheximide cs	Pf growth 48h	Shiga toxin inh
CCOc1ccccc1NC(=O)c1cccc2c1C(=O)N(CCOC)C2
 : 5%	-23%	5%	3%	-7	x	-9
COC(=O)C(NC(=O)c1ccccc1)(Nc1nc(C)cs1)C(F)(F)F (stereo not given)
 : -6%	-8%[5.75 µM]	-2%	0%	-8	-16%	-6
O=C(Nc1ccccn1)C1CCN(S(=O)(=O)c2ccc(Cl)cc2)CC1
 : -20%	-26%	x	-4%	x	u	x
COc1ccc(-c2nnc(SCc3nnc(-c4cccs4)o3)n2CC2CCCO2)cc1 (stereo not given)
 : 0%	u	-4%	-8%	-1	-28%	5
Cc1cccc(OCC(=O)Nc2ccc(S(=O)(=O)N3CCN(C)CC3)cc2)c1
 : 32%	u	2%	0%	-3	u	9
Cc1ccc(S(=O)(=O)CCc2ccncc2)cc1
 : -21%	173%[activator]	0%	4%	5	-1%	-4
COc1ccc(OCC(=O)N/N=C2\CCc3ccccc32)cc1
 : -5%	-29%	4%	-1%	1	x	13
COC(=O)N/N=C\c1ccc(OC(=O)c2ccco2)cc1
 : -19%	u	-3%	-5%	7	3%	12
COc1ccccc1NC(=O)C1=C(C)NC(=O)NC1c1ccccc1F (stereo not given)
 : -17%	11%	3%	4%	3	2%	-2
O=C(Nc1nc(-c2nc3ccccc3s2)cs1)c1ccco1
 : -18%	84%[activator]	4%	1%	30*	100%[activator]	66*
Cc1ccc(C(=O)Nc2ccc(N3CCCC3)cc2)cc1
 : -22%	154%[activator]	-3%	-17%	26*	288%[activator]	69*
NC(=O)C1CCN(C(=O)CSc2ccccn2)CC1
 : -16%	x	-3%	3%	-3	0%	-21
CC(C)(C)NC(=O)NC(=O)CN1CCN(S(=O)(=O)c2ccc3c(c2)OCCO3)CC1
 : 67%[activator]	-26%	7%	-5%	1	u	-4
CC(=O)NS(=O)(=O)c1ccc(N/C(N)=N/c2nc(C)cc(C)n2)cc1
 : -15%	-9%	-1%	1%	0	2%	4
CSc1nc2sc3c(c2c(=O)[nH]1)CCCC3
 : -10%	x	1%	-10%	11	88%[activator]	-6
Cc1ccc(NC(=O)c2c(F)cccc2Cl)cc1NS(C)(=O)=O
 : -8%	36%[activator]	-1%	1%	-4	16%	9
COc1ccc(OC)c(S(=O)(=O)N(C)CC(=O)O)c1
 : -24%	x	0%	-4%	-6	2%	-18
N#C/C(=C/c1ccc(-c2ccc(S(N)(=O)=O)cc2)o1)C(=O)Nc1ccccc1
 : 16µM*	u	2%	5%	-2	-22%	-15
CC(=O)Nc1ccc(C(=O)NNC(=O)c2cccc(C)c2)cc1
 : -32%	14%	-6%	9%	2	22%	12
O=C(O/N=C1/CCCc2occc21)c1ccc(Cl)cc1Cl
 : -14%	35%[activator]	-9%	-10%	54*	u	86*
CC(C)(C)c1ccc(C(=O)c2c[nH]c(C(=O)NCCCN3CCOCC3)c2)cc1
 : -1%	10µM*	2%	7%	-3	13µM*	-10
Cn1c(=O)c2[nH]c(N3CCCCC3)nc2n(C)c1=O
 : -15%	-15%	1%	-1%	-3	2%	50
Cc1ccccc1Cn1ccc(NC(=O)CCSc2nc(-c3ccco3)cc(C(F)(F)F)n2)n1
 : -22%	x	3%	0%	-1	-24%	1
C=CCOC(=O)COc1ccc2c(C)c(C)c(=O)oc2c1
 : -6%	32%[activator]	-1%	-1%	1	0%	-2
